Screening results from PubChem BioAssay.
NPY-Y2 antag – blocks the human neuropeptide Y Y2 receptor; inhibition, % at 2.7 µM; AID 793; 140,000 compounds, 0.99% hits; NPY-Y2 expressing cells, antagonist mode; P49146; in the data active = inhibition above about 17%;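 also: 0% = vehicle with agonist challenge and 100% = reference antagonist with challenge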
Target sequence (P49146 whole entry, looked up): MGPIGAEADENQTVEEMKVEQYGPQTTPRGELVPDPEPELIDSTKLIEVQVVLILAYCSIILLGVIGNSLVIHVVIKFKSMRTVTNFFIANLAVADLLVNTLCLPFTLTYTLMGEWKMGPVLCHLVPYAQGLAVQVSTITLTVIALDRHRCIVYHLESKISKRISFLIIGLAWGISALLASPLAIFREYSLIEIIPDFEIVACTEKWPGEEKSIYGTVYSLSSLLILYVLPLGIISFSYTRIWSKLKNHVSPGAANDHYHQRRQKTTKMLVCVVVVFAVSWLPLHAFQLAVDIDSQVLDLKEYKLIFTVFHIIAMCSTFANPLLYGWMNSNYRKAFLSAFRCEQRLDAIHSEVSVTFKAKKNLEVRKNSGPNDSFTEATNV
BB579 growth dn – reduces growth of yeast BB579 in restrictive medium; S. cerevisiae BB579 growth, OD615, 48 h; inhibition, % at 10 µM; 140,000 compounds, 0.51% hits; AID 804;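 active = inhibition above a set limit, 3 SD over the mean compound inhibition, cut at about 44% in these data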; also: inactives centre near -24
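Test system: DeaD yeast strain BB579 / Buffer or medium: restrictive glucose-based CSMM-D medium / Doses: single 10 µM dose / Schedule: 4 h cell preincubation, 48 h compound exposure, 30 °C humidified / Technique: culture absorbance at 615 nm / Controls: amphotericin B positive control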
HCT116 PTEN-null – suppresses growth of cells with PTEN deletion. viability, % at 10 µM. HCT116 PTEN-null viability, CellTiter-Glo, 60 h; hits give low values. 140,000 compounds, 1.2% hits;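 active = viability at or below a set limit, 4 SD under the median of all tested compounds, cut at about 3.7% in these data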;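 also: PTEN knockout HCT116 line with beta catenin targeted HCT116 as companion control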
E-sel TNF inh – blocks E-selectin expression induced by TNF alpha. HUVEC TNFa-induced E-selectin immunofluorescence, high content. inhibition, % at 2 µM. 120,000 compounds, 0.71% hits. AID 1246;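 active = inhibition above the batch mean plus 3 SD, and confirmed as a hit on visual image review, cut at about 43% in these data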;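 also: 0% = TNF-stimulated DMSO wells and 100% = unstimulated control wells; not every result past the cut was called active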
Measles CPE – protection of cells from measles virus. Measles virus-infected cells, CPE protection, absorbance. protection (pct of control), % at 4 µM. 140,000 compounds, 1.5% hits. AID 841; in the data active = protection mostly above about 24%, no sharp cut-off; inactive = mostly below about 26%; also: some compounds called inactive have numbers as strong as hits
HCT116 bCat-KO – beta-catenin-lacking colon tumor cell growth suppression. HCT116 beta-catenin knockout viability, CellTiter-Glo, 60 h; hits give low values. viability, % at 10 µM. 140,000 compounds, 1.5% hits. AID 818;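 active = viability at or under a set limit, the compound median less 4 SD, cut at about 6% in these data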;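 also: 0% = Hyamine 1622 control at 20 µM and 100% = untreated cell control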
Phagocyt inh – blocks phagocytosis by macrophages; J774A.1 macrophage IgG-bead phagocytosis, imaging; inhibition, % at 5 µM; 110,000 compounds, 0.07% hits;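 active = inhibition above the mean of the plate negative controls plus 5 SD, cut at about 13% in these data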;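 also: phagocytic index as fraction of beads internalized from green versus red external bead signal; plate controls were DMSO negative control for no effect and cytochalasin-D positive control for full effect; some results beyond the cut were filed as inactive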
GALR2 antag – blocks the human galanin receptor 2; O43603; GALR2-expressing cells, antagonist mode; inhibition, % at 4 µM; 140,000 compounds, 0.39% hits; in the data active = inhibition above about 27%;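 also: cells stimulated with galanin 1-16 at roughly its EC80; 0% = agonist challenge control and 100% = basal control without agonist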
Target sequence (O43603 whole entry, looked up): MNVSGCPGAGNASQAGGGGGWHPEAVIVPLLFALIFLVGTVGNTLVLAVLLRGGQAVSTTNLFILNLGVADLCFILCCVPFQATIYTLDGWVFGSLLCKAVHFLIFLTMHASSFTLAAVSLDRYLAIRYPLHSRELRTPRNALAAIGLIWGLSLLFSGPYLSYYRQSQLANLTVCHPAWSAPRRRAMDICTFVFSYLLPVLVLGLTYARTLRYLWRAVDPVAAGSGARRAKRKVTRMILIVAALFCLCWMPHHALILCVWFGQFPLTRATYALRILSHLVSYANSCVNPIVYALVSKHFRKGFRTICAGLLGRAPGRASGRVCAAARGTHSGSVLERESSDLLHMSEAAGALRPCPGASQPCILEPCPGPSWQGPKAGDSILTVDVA
MRP1 act – activators of MRP-1. AID 799. viability increase, % at 10 µM. H69AR cells + doxorubicin, viability rescue, CellTiter-Glo. 140,000 compounds, 0.61% hits;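 active = viability gain under doxorubicin at or above a set limit, the compound median plus 3 SD, cut at about 4.7% in these data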;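 also: MRP-1 overexpressing cells given doxorubicin 25 µM after compound pretreatment; 18-22 h compound pretreatment then 72 h with doxorubicin before readout; 0% = doxorubicin-only wells and 100% = vehicle-treated cells without doxorubicin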
Yeast lifespan up – yeast lifespan extension; S. cerevisiae growth with nicotinamide, OD615; deaD strain in restrictive glucose medium; AID 775; inhibition of the nicotinamide effect, % at 10 µM; 130,000 compounds, 0.68% hits;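 active = inhibition above a set limit, placed 3 SD over the median of all compounds, cut at about 26% in these data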;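 also: 0% = nicotinamide-treated wells and 100% = cells grown without nicotinamide; some compounds called inactive have numbers as strong as hits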
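System: DeaD-strain S. cerevisiae / Buffer or medium: CSMM-D, restrictive glucose (dextrose) synthetic minimal medium / Probe or stimulus: nicotinamide, 1.5 mM, co-present with compound / Compound: one concentration, 10 µM, DMSO 0.25% / Incubation: 48 h compound exposure at 30 °C, humidified / Technique: optical density (absorbance) at 615 nm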
* = called active by the depositor; nt = not tested or not shown. Not a hit list; 6.1% or so of the library scored in one or more.

SMILES	NPY-Y2 antag	BB579 growth dn	HCT116 PTEN-null	E-sel TNF inh	Measles CPE	HCT116 bCat-KO	Phagocyt inh	GALR2 antag	MRP1 act	Yeast lifespan up
CCC(C)c1ccc(NC(=O)C2CCN(c3ccc(C(F)(F)F)cn3)CC2)cc1 (centres undefined)	0	-48	66	nt	5	70	-6	11	0.5	5
Cc1nnc(SCC(=O)NCc2ccccc2)[nH]c1=O	-1	-32	110	-3	55*	95	-2	24	-0.9	5
O=C(CCn1cccc1)Nc1cccc(F)c1	-1	-31	103	nt	11	100	-2	-21	0.5	-8
O=C(NCC1CCCO1)c1onc(CSc2ccccc2)c1C(=O)O (centres undefined)	2	-54	95	35	5	91	nt	2	-0.6	0
CC(C)(C)SCCNC(=O)CN(c1ccc(F)c(Cl)c1)S(C)(=O)=O	2	-39	95	34	21	94	nt	-7	-0.6	14
CN1CCN(CC(O)COc2ccc(Cl)cc2)CC1 (centres undefined)	4	-32	101	-22	11	91	0	-3	-0.7	2
CC1Cc2nc(SCC(=O)NCCc3ccccc3)n(C)c(=O)c2S1 (centres undefined)	2	-9	93	nt	11	104	nt	4	-3.0	-3
O=C(Nc1ccccc1)C1CC2CCCC(C1)C2=O (centres undefined)	-1	12	89	34	3	82	-1	2	0.2	-13
O=C(c1ccccn1)N(Cc1cc2ccccc2[nH]c1=O)C1CCCCC1	5	-16	95	-26	19	101	0	-1	-1.5	-15
Cc1ccc(C(=O)Nc2cc([N+](=O)[O-])ccc2F)s1	1	-19	90	nt	14	92	-1	11	-2.9	-5
O=C(COC(=O)c1ccccc1C(=O)c1ccccc1)NCCc1ccccc1	2	-28	91	nt	5	90	-9	-2	-2.2	-1
O=C(OCCNC(=O)c1ccc2ccccc2n1)c1cccnc1	0	1	100	12	9	103	0	-2	-2.3	-23
CCCCCOC(=O)Cn1c(SCC(=O)Nc2ccccc2)nc2c1c(=O)[nH]c(=O)n2C	2	-22	86	74*	24	94	0	1	0.3	-2
Cc1cccc(C)c1NC(=O)COC(=O)c1ccccc1Nc1ccccc1	2	-23	89	10	5	82	-1	9	-1.2	3
Cc1ccccc1N(CC(=O)N/N=C/c1ccc(Cl)cc1)C(=O)c1ccccc1	-3	-39	42	1	11	64	0	-9	-4.5	-16
CCOC(=O)C(/C(C)=N/NC(=O)c1ccccc1[N+](=O)[O-])C(C)C (centres undefined)	3	-23	104	-47	36	94	2	-1	-0.5	3
CCCn1c(-c2cccc([N+](=O)[O-])c2)nc2c1c(=O)[nH]c(=O)n2Cc1ccccc1	5	-10	63	nt	19	63	-8	-11	-3.5	-1
COC(=O)CSC1=C(C#N)C(c2ccc(C(C)C)cc2)CC(=O)N1 (centres undefined)	1	-67	91	nt	14	95	0	1	-0.1	-1
O=C(COC(=O)C1CC(=O)N(c2ccc3c(c2)OCCO3)C1)Nc1ccc2c(c1)CCC2 (centres undefined)	3	-58	84	nt	31	90	0	-10	-1.2	-7
O=C(c1ccc(S(=O)(=O)N2CCOCC2)cc1)N1CCN(C2=NS(=O)(=O)c3ccccc32)CC1	2	8	97	nt	7	104	-2	-10	-0.5	-17
CN(C(=O)Cc1ccccc1)n1cnnc1	4	-22	103	24	21	92	nt	2	-0.1	nt
CCOCCCNCC(=O)Nc1ccccc1N1CCOCC1	1	2	108	24	24	104	-1	6	-3.2	-20
COc1cc2cc(CN(CCc3cccc(C)c3)C(=S)NCCCN(C)C)c(=O)[nH]c2cc1OC	5	-13	39	nt	18	40	-5	12	-4.9	0
CC(C)(C)c1ccccc1NC(=O)c1ccco1	2	-32	104	nt	15	90	-1	5	-0.1	1
CCOc1ccccc1N(CC(=O)N1CCOCC1)S(=O)(=O)c1ccccc1	-3	-55	104	-19	12	107	1	1	0.5	-13
(further entries)
SMILES	NPY-Y2 antag	BB579 growth dn	HCT116 PTEN-null	E-sel TNF inh	Measles CPE	HCT116 bCat-KO	Phagocyt inh	GALR2 antag	MRP1 act	Yeast lifespan up
CCOC(=O)CSc1nnc(CNC(=O)c2ccco2)n1-c1ccc(F)cc1	3	-6	101	12	43	92	-2	5	-2.4	-5
O=C(Nc1cc(SCCO)cc([N+](=O)[O-])c1)c1ccc(Br)o1	1	0	40	nt	8	55	-6	-2	0.8	0
CCCn1c(=O)n(C)c(=O)c2c(SCC(=O)NCc3ccco3)nc(C3CC3)nc21	5	-11	72	19	6	83	-1	3	-1.2	-1
CCCCc1c(O)nc2ccccn2c1=O	1	-9	88	nt	nt	86	-8	12	0.9	3
O=C(Nc1nc(=O)c2ccccc2s1)c1ccc(Cl)cc1	2	-41	26	-25	15	29	0	6	-6.9	-23
COc1cc2c(cc1OC)C1(CCCC1)CNC2C (centres undefined)	1	-5	101	-27	3	98	nt	-19	1.9	nt
CCOc1ccc(OCCCCOc2ccccc2C(C)=O)cc1	8	-45	96	nt	37	94	-5	1	0.9	-8
CCOc1ccc2c(=O)c(-c3ccc4c(c3)OCCCO4)c(C)oc2c1	4	2	95	nt	17	93	1	3	0.7	-5
COc1ccc(Cn2cccc(NC(=O)Nc3ccc(C#N)cc3)c2=O)cc1	5	-54	87	-11	8	113	-3	8	-3.7	-12
COc1cccc(NC(=S)N(CCCN2CCOCC2)Cc2cn(C)c3ccccc23)c1	2	-7	74	nt	11	77	-5	2	-3.4	1
Cc1ccccc1NC(=O)CNc1ccccc1N1CCCCC1	7	-11	52	-13	9	62	nt	-10	-3.0	-21
CCOC(=O)CNc1nc(C(C)(C)C)nc2c1nnn2Cc1ccccc1Cl	4	-12	75	nt	20	83	-1	8	-3.0	2
Cc1ccc(S(=O)(=O)NCC(=O)N2CCN(c3ccccc3F)CC2)cc1	4	-29	96	nt	9	92	1	3	1.2	2
O=C(NCc1ccc(F)cc1)C(c1cccs1)N(C(=O)c1csnn1)C1CC1 (centres undefined)	3	-8	102	8	20	98	0	10	-3.5	-2
COc1ccc2oc(C(=O)CCC(=O)O)c(N)c2c1	3	-11	108	nt	32	91	0	-12	-1.3	-3
COc1ccc(C)cc1NS(=O)(=O)c1cccc2nonc12	1	-13	102	-20	13	88	0	-2	-1.0	-4
Cc1cc(C)n2nc(SCC(=O)NCc3ccco3)nc2n1	0	-21	82	11	13	101	-2	6	-2.5	-14
CC(C)CCn1cnc2c([nH]c3cccc(Cl)c32)c1=O	2	-19	81	nt	7	92	-1	-10	-1.5	-13
O=C(CN1C(=O)C(=O)c2ccccc21)NC1CCCCC1	-2	1	85	-37	35	79	nt	12	-3.6	nt
CSc1ccccc1C(=O)Nc1ccc2c(c1)OCCO2	0	-49	99	10	24	101	0	5	1.1	-19
Nc1n[nH]c(N)c1N=Nc1ccc(Cl)cc1	0	-3	83	14	29	89	nt	14	0.5	-8
O=C(O)CSc1nccn1-c1cccc(Cl)c1	0	-16	100	-11	5	105	-1	4	0.7	-4
Cn1nc(CC(=O)Nc2ncc(Br)s2)c2ccccc2c1=O	2	-57	83	0	5	84	nt	14	-3.4	-8
CCCN1C2CCCC1CC(NC(=O)c1ccccc1)C2 (centres undefined)	-4	-34	101	17	4	92	3	13	-1.5	-8
CC(=O)Nc1cccc(-c2csc(NCc3ccco3)n2)c1	1	-50	98	-8	27*	107	2	-1	-1.9	-7

Grouped by structure: those above with a cyano group
SMILES	NPY-Y2 antag	BB579 growth dn	HCT116 PTEN-null	E-sel TNF inh	Measles CPE	HCT116 bCat-KO	Phagocyt inh	GALR2 antag	MRP1 act	Yeast lifespan up
COC(=O)CSC1=C(C#N)C(c2ccc(C(C)C)cc2)CC(=O)N1 (centres undefined)	1	-67	91	nt	14	95	0	1	-0.1	-1
COc1ccc(Cn2cccc(NC(=O)Nc3ccc(C#N)cc3)c2=O)cc1	5	-54	87	-11	8	113	-3	8	-3.7	-12

(next part)
SMILES	NPY-Y2 antag	BB579 growth dn	HCT116 PTEN-null	E-sel TNF inh	Measles CPE	HCT116 bCat-KO	Phagocyt inh	GALR2 antag	MRP1 act	Yeast lifespan up
CCN(CC)S(=O)(=O)c1ccc(N(C)Cc2ccc(C(F)(F)F)cc2)nc1	2	-37	31	26	36	28	-2	7	0.8	-18
O=C(COC(=O)CN1C(=O)C2CCCCC2C1=O)Nc1cc(S(=O)(=O)N2CCOCC2)ccc1Cl (centres undefined)	0	-21	98	-9	7	97	-1	2	-2.1	-2
Cc1ccc(NC(=O)c2ccco2)c(NC(=O)Cc2cccs2)c1	3	-23	95	7	17	97	-2	-2	-2.4	-18
Brc1ccc(-c2csc(-c3c[nH]c4ccccc34)n2)cc1	-3	-51	83	1	7	98	-3	5	-5.4	-14
CCOCCCn1c(=NC(C)=O)c(C(=O)OCC)cc2c(=O)n3ccccc3nc21	3	2	96	-21	6	99	0	0	-3.4	-22
Cc1nnc2n1NC(c1ccc(Cl)cc1)C(C(=O)N(C)C1CCCCC1)S2 (centres undefined)	1	-55	92	nt	11	90	0	4	-1.2	-8
COC(=O)c1c(NC(=O)Cc2cccs2)sc(C(=O)N2CCCCC2)c1C	2	-36	96	24	5	92	nt	-14	-0.1	29*
Cc1sc(NC(=O)C2CCCCC2C(=O)O)c(C(N)=O)c1C (centres undefined)	0	-23	99	-20	4	96	0	9	-1.6	-8
FC(F)(F)c1cnc(/C=C/Nc2ccccc2Cl)c(Cl)c1	0	-31	83	27	5	81	nt	4	-3.0	-8

Limited to HCT116 PTEN-null, Phagocyt inh and Yeast lifespan up, for some of the entries so far:
mol	HCT116 PTEN-null	Phagocyt inh	Yeast lifespan up
O=C(CN1C(=O)C(=O)c2ccccc21)NC1CCCCC1	85	nt	nt
CCC(C)c1ccc(NC(=O)C2CCN(c3ccc(C(F)(F)F)cn3)CC2)cc1 (centres undefined)	66	-6	5
O=C(O)CSc1nccn1-c1cccc(Cl)c1	100	-1	-4
O=C(COC(=O)c1ccccc1C(=O)c1ccccc1)NCCc1ccccc1	91	-9	-1
CCOc1ccccc1N(CC(=O)N1CCOCC1)S(=O)(=O)c1ccccc1	104	1	-13
